# N370S GC mod: qHTS Assay for Inhibitors and Activators of N370S glucocerebrosidase as a Potential Chaperone Treatment of Gaucher Disease | AID 2101, 2009 | 0.092% of 330,000 active | N370S GC spleen homogenate, 4MU-glucoside fluorescence | Potency, µM (titrated, usually from 59.4 µM), for inactives: at the top dose activity change, negative = inhibition, hits mostly inhibitors;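 also: 0% = full enzyme activity and -100% = no enzyme basal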
# TDP1 block: qHTS Assay for Inhibitors of Tyrosyl-DNA Phosphodiesterase (TDP1) | recombinant TDP1, AlphaScreen DNA substrate cleavage | AID 485290, 2010 | 0.28% of 350,000 active | Tyrosyl-DNA phosphodiesterase 1 (Homo sapiens), Q9NUW8 | Potency, µM (series often up to 130 µM), without a hit: at the highest dose activity change, negative = inhibition, usual class: inhibitors; also: nearly all actives have a fitted effect of over 40% in size
# Target sequence (Q9NUW8 whole entry, looked up): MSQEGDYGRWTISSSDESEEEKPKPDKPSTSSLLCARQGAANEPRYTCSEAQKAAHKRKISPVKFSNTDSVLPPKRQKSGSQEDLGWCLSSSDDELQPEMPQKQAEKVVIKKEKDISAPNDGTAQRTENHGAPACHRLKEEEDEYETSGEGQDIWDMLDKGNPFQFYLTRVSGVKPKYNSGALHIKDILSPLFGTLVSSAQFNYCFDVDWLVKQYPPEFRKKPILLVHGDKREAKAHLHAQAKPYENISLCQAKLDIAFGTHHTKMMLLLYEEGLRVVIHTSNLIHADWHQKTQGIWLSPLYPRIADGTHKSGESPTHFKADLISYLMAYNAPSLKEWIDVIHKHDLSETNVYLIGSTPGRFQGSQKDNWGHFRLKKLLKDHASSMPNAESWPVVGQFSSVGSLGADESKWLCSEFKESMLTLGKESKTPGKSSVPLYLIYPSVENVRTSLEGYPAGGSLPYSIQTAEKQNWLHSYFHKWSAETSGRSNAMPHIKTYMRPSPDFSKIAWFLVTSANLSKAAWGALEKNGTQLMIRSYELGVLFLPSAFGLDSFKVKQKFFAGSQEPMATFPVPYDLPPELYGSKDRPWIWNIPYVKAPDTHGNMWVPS
#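 Recombinant human Tdp1 (E. coli-expressed, 1 nM final) preincubated with compounds 15 min at room temperature, then 5'-biotin/3'-phosphotyrosine-FITC DNA substrate (15 nM final) added for 5 min. AlphaScreen beads (10 ug/ml final) added 10 min; cleavage lowers signal.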
# DT40 TDP1 no CPT: qHTS for Inhibitors of human tyrosyl-DNA phosphodiesterase 1 (TDP1): qHTS in cells in absence of CPT; DT40 Tdp1-/- hTDP1 cells, no CPT, ATP luminescence, 48 h; Potency, µM (titrated, usually from 46.2 µM), inactives show top-dose activity change, negative = growth inhibition, most hits filed as inhibitors; 15% of 420,000 active; AID 686978, 2013; also: nearly all actives have a fitted effect of over 55% in size
#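 Cells were dispensed at 400 per well, compounds added by pin tool, plates incubated ≥48 hr at 37 °C, then CellTiter-Glo added for 30 min at room temperature before luminescence reading. Line: DT40 Tdp1-/- complemented with hTDP1; camptothecin omitted.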
# The depositor's hits bear a star; u = inconclusive; x = not tested or not shown; [ ] = remark or other dose. Calls follow the shape of the dose curve; as a rule, active = well fitted curve in the direction sought with a large enough effect; inconclusive = small, poorly fitted or top-dose-only effect, or another doubt; inactive = no such curve, though single readings can be large; an effect the other way counts as inactive or inconclusive. Unless noted, % is scaled to controls: 0 for no effect and ±100 for the full control effect; potency is read from the fitted curve at half-maximal effect. These rows are one share of the data; count on the stated rates, not on these rows.
SMILES | DT40 TDP1 no CPT | N370S GC mod | TDP1 block
COc1ccc(OC)c(NC(=O)C2CCN(S(=O)(=O)c3cccs3)CC2)c1 | -8% | 0% | 7%
Cc1ccccc1-n1nnnc1SCC(N)=O | -3% | -15% | -3%
CC(=O)c1ccc(NC(=O)Nc2ccc(S(=O)(=O)N3CCCC3)cc2)cc1 | 15µM* | -13% | 5%
CCOC(=O)C1=C(C)N=C2SC(C)C(=O)N2C1c1ccc(OC(C)=O)c(OCC)c1 (configuration not stated) | x | 3% | -2%
O=C(NCCc1ccncc1)Nc1ccc(F)cc1 | -3% | 0% | -5%
C=CCc1ccc(OCCOCCOc2ccc(C)cc2[N+](=O)[O-])c(OC)c1 | u | -11% | 0%
CCn1c(SCC(=O)Nc2cccc(OC)c2)nc2c(c1=O)SCC2 | 7% | 2% | x
O=C(CSc1nnnn1-c1ccc(Cl)cc1)NNC(=O)c1ccc([N+](=O)[O-])cc1 | -20% | -5% | 1%
COc1ccc(/C=C/C(=O)OCC(=O)NC2CCCCCCC2)cc1 | u | x | -1%
Cc1cc(C(=O)Cn2cnc3cc([N+](=O)[O-])ccc3c2=O)c(C)n1CC1CCCO1 (configuration not stated) | u | 18% | 5%
COc1ccc(OCc2cccc(C(=O)N3CCCC3)c2)cc1 | -22% | 2% | 10%[56.1 µM]
CC1CCC(NC(=O)C2CC(=O)N(c3ccc(Cl)cc3)C2)CC1 (configuration not stated) | 12% | 3% | 7%
O=C(NCC(=O)N(Cc1ccccc1)C(C(=O)NC1CCCCC1)c1ccco1)c1ccco1 (configuration not stated) | u | 10% | -4%[56.1 µM]
COc1ccc(C(CNC(=O)c2cncc(Br)c2)N(C)C)cc1 (configuration not stated) | u | -5% | -1%
CCN(c1ccccc1)S(=O)(=O)c1ccc(Cl)c(NC(=O)COC(=O)c2cc(O)c3ccccc3c2O)c1 | x | -21% | 9%
O=C(Nc1cccc2ccccc12)c1onc2c1CCCC2 | u | -8% | 0%
O=C(Nc1cnccn1)Nc1ccccc1F | 3% | -5% | 0%
CCOc1ccc(NC(=O)CC(C)S(=O)(=O)c2ccc3c(c2)NC(=O)CO3)cc1 (configuration not stated) | 0% | -23% | 0%
O=[N+]([O-])c1ccc(NC(=S)N2CCOCC2)cc1 | -29% | 5% | -2%
COc1ccc(N(CC(=O)NCCSc2ccccn2)S(C)(=O)=O)cc1Cl | -29% | -17% | -1%

# More compounds:
SMILES | DT40 TDP1 no CPT | N370S GC mod | TDP1 block
CCOC(=O)c1c(C)[nH]c(C(=O)N2CCN(c3ccc(OC)cc3)CC2)c1C | u | -10% | 3%
COc1ccc(NC(=O)c2cccc(N3C(=O)C4C5C=CC(C5)C4C3=O)c2)cc1 (configuration not stated) | u | 4% | 1%
CC(NC(=O)CNC(=O)c1ccco1)c1ccc(S(N)(=O)=O)cc1 (configuration not stated) | 1% | -3% | 2%[0.0935 µM]
COc1ccc(Cn2c(=S)[nH]c3cc(C(=O)N4CCN(c5ccccc5)CC4)ccc3c2=O)cc1 | u | -8% | 0%
CSc1nnc(-c2sccc2OCc2ccc(C)cc2)n1C | u | 23% | -2%
COc1ccccc1CC(=O)NNC(=O)CN(C)S(=O)(=O)c1ccc(Cl)cc1 | -23% | 5% | -8%
CC(=O)Nc1ccc(/C(C)=N/NC(=O)CN(c2ccccc2Br)S(C)(=O)=O)cc1 | u | -6% | 6%
CC(C)(C)OC(=O)N1CCC(NC(=O)c2ncn(Cc3ccccc3)c2C(=O)NC2CCN(C(=O)OC(C)(C)C)CC2)CC1 | u | x | 3%
Cc1ccc(NC(=O)CN(C)C(=O)COC(=O)c2oc3ccccc3c2C)cc1 | -12% | x | 0%
COc1cccc(CNC(=O)C2CCC(CNc3nc(=S)[nH]c4ccccc34)CC2)c1 (configuration not stated) | u | 12% | 1%
Cc1cc(F)ccc1S(=O)(=O)Nc1ncnc2sccc12 | u | -4% | 1%
CN(Cc1ccccn1)Cc1cn(Cc2ccccc2)nc1-c1ccc2c(c1)OCO2 | 23µM* | 19% | 5%
O=C(c1cc2n(n1)C(C(F)(F)F)CC(c1ccco1)N2)N1CCN(c2ccccn2)CC1 (configuration not stated) | 26µM* | -22% | 4%
O=C(Nc1ccc(C(=O)N2CCCC2)cc1)c1ccccc1F | u | 16% | -1%
CC(C)C(=O)Nc1cc(C(F)(F)F)ccc1N1CCOCC1 | -21% | 4% | -3%
O=C(CCNS(=O)(=O)c1ccccc1C(F)(F)F)NCc1ccc2c(c1)OCO2 | 0% | -4% | 5%
COc1ccc(-c2nc(C3CCCCC3)no2)cc1OC | -16% | 11% | 4%
Cc1ccccc1NC(=O)C1CCCN1C(=O)NC1CCCCC1 (configuration not stated) | -3% | 4% | 1%
O=[N+]([O-])c1cccc(-c2ccc(/C=N/NC(=S)NCc3ccco3)o2)c1 | 16µM* | -11% | x
Cc1ccc(C)c(OCCn2cc(/C=C(\C#N)C(=O)NCc3cccs3)c3ccccc32)c1 | -2% | -19% | 3%

# Going on with the list.
SMILES | DT40 TDP1 no CPT | N370S GC mod | TDP1 block
COC(=O)C1C/C(=N\NS(=O)(=O)c2ccc(C)cc2)c2ccccc2C1 (configuration not stated) | 13% | -16% | 1%
COc1ccc2c(CNCc3ccc(C)o3)c(C(=O)O)n(Cc3ccccc3C)c2c1 | 3.3µM* | x | 5%
O=C(c1cc2cc(Cl)cc(Cl)c2oc1=O)N1CCOCC1 | 3% | -6% | 1%
CCS(=O)(=O)c1ccc(NC(=O)c2ccccc2Cl)c(O)c1 | -3% | -10% | -9%
Cc1ccc(NC(=O)C2=CN3CCS(=O)(=O)N=C3C=C2)cc1 | 6% | x | 0%
Cc1ccc(NC(=O)CN(C)CC(=O)Nc2ccccc2-c2ccccc2)cc1 | u | 22% | 6%
O=C(CCCN1C(=O)/C(=C/c2ccccc2Cl)SC1=S)Nc1ccccn1 | u | 1% | 0%
Cc1cccc(N2C(=O)CC(N3CCOCC3)C2=O)c1 (configuration not stated) | 3% | 19% | 5%
COc1ccc(NC(=O)Cn2nc([N+](=O)[O-])c(Cl)c2C)cc1OC | 0% | 2% | x
N=c1n(CCO)c2ccccc2n1CCOc1ccccc1 | u | -4% | 4%
CC(C)c1ccc2oc(=O)cc(CN3CCN(c4ccccc4)CC3)c2c1 | u | 3%[2.35 µM] | 4%
CCOC1=C/C(=C/c2c(N)n3oc(C)cc3nc2=O)C=CC1=O | x | 7% | 1%
O=C(Cn1ccc2cc(S(=O)(=O)N3CCCC3)ccc21)NCCc1ccccc1 | 23µM* | 11% | 4%
Cc1ccc(OCCNC(=O)c2cccc(S(=O)(=O)N3CCN(C)CC3)c2)cc1 | u | x | 1%
CN(C)CC1CCCCC1OC(=O)c1ccc(Br)cc1 (configuration not stated) | -3% | -9% | -2%
COc1cccc(Nc2nc(N)nc(C(F)(F)F)n2)c1 | -17% | 22% | 0%
O=C(COC(=O)c1ccc2c(c1)OCO2)Nc1ncc(Cl)cc1Cl | -8% | 3% | -1%
CCc1cc2ccc(C)c(C)c2nc1SCC(=O)NNC(=O)c1ccco1 | -26% | -2% | 4%[0.0935 µM]
COc1cccc(/C=C/c2nc(C#N)c(N3CCCCCC3)o2)c1 | 18µM* | x | 7%
O=C(c1cc(Cl)nc2ccccc12)N(Cc1nnc(-c2ccc(Cl)cc2)o1)C1CC1 | 16µM* | u | -13%

# Carrying on:
SMILES | DT40 TDP1 no CPT | N370S GC mod | TDP1 block
COc1ccc(-n2nnc3c(SC(C(C)=O)C(=O)N(C)C)ncnc32)cc1 (configuration not stated) | 16µM* | 2% | 2%
CN(C)c1ncc2ncc(=O)n(CCC#N)c2n1 | -24% | -18% | x
O=[N+]([O-])c1ccc(/C=N\N2CCN(c3ccc(Cl)cc3)CC2)cc1 | -21% | 2% | 4%
CC(C)(C)c1ccc(C(=O)O)c(C(=O)c2ccc(C(=O)O)cc2)c1 | u | 6% | x
Cc1cc(N2CCOCC2)nc(NCc2ccccc2)n1 | 13µM* | 1% | 5%
Cc1nn(CCO)c2ncc(C(=O)c3cc(Cl)ccc3O)cc12 | -26% | 1% | 3%
CCc1noc(C)c1C(=O)NC1CC(C)(C)Cc2c1cnn2-c1ccccc1 (configuration not stated) | x | 1% | 1%
O=S(=O)(c1ccccc1)N(CC(O)CN1CCOCC1)c1ccccc1 (configuration not stated) | 1% | 0% | x
O=C(O)Cc1ccc(-c2ccccc2)cc1 | 3% | -3% | 4%
Cc1nc(CNS(=O)(=O)c2cccs2)cs1 | -5% | 4% | 2%
CCOC(=O)c1c(NC(=O)Cc2cccs2)sc2c1CCCC2 | u | -4% | -5%
COc1ccc(N(CC(=O)NCc2ccco2)S(C)(=O)=O)cc1 | -18% | 9% | -2%
CCN(CCCNC(=O)Cn1ncc2c([nH]c3ccccc32)c1=O)c1cccc(C)c1 | -22% | x | 5%
CC(C)(C)CN1CCN(Cc2c[nH]c3ccccc23)CC1CCO (configuration not stated) | 8.2µM* | -5% | x
O=C(CNC(=O)c1ccccc1)Nc1ccsc1C(=O)O | -13% | 24% | 0%
COc1ccc(C(=O)OCC(=O)NC(C)(C)C)cc1[N+](=O)[O-] | -26% | 0% | 1%
Cc1ccc(CNC(=O)C(=O)NCC(c2ccco2)S(=O)(=O)c2cccs2)cc1 (configuration not stated) | u | x | 5%
COc1ccc(CNC(=O)C2CCCN2S(=O)(=O)c2ccc(F)cc2)cc1 (configuration not stated) | -20% | 2% | -8%
COc1cc(CC(=O)Nc2sccc2C(N)=O)cc(OC)c1OC | -23% | -25% | 4%
O=C(CCC(=O)N(CC(=O)NC1CCCCC1)c1ccc2c(c1)OCO2)Nc1ccccn1 | u | -5% | 5%

# Laid out differently: entries from further up
Cc1cc(F)ccc1S(=O)(=O)Nc1ncnc2sccc12
  DT40 TDP1 no CPT = u | N370S GC mod = -4% | TDP1 block = 1%
CN(Cc1ccccn1)Cc1cn(Cc2ccccc2)nc1-c1ccc2c(c1)OCO2
  DT40 TDP1 no CPT = 23µM* | N370S GC mod = 19% | TDP1 block = 5%
O=C(c1cc2n(n1)C(C(F)(F)F)CC(c1ccco1)N2)N1CCN(c2ccccn2)CC1 (configuration not stated)
  DT40 TDP1 no CPT = 26µM* | N370S GC mod = -22% | TDP1 block = 4%

# (next part)
SMILES | DT40 TDP1 no CPT | N370S GC mod | TDP1 block
COc1ccc(/C(O)=C2\C(=O)C(=O)N(CCN3CCOCC3)C2c2ccccc2OC)cc1 (configuration not stated) | -12% | -3% | 3%
COc1ccc(Cl)cc1N(CC(=O)Nc1ccccc1C(=O)N1CCOCC1)S(C)(=O)=O | 3% | -4% | 0%
CC(C)(C)C1CCC(OC(=O)c2ccncc2)CC1 (configuration not stated) | -26% | -8% | 1%
COc1ccc(C(=O)NCc2nnc(SCC(=O)Nc3nc4ccc(C)cc4s3)o2)cc1OC | 2.3µM* | -13% | 2%
CC(C)(C)OC(=O)N1CCC(c2c(C(=O)NCc3ccccn3)cnn2-c2ccc(F)cc2)CC1 | u | x | 4%
CCOC(=O)C1=C(CC)Nc2ccccc2N=C1N | -11% | 4% | -5%
CCOc1ccc(C(=O)NC2CCN(CC(=O)NCc3ccccc3)CC2)cc1 | -21% | 1% | 0%
Cn1nc(C(=O)NCC2CCCO2)c2ccccc2c1=O (configuration not stated) | -10% | -14% | 1%
O=C(CNC(=O)C1CCCCC1)OCc1cc(=O)oc2ccc3ccccc3c12 | u | 12% | 0%
Cc1cc2c(C)nc(N/N=C/c3ccccc3)nc2o1 | -28% | -2% | 0%
O=C(CCl)Nc1ccccc1Sc1ccc(Cl)cc1 | u | -9% | -6%
O=c1[nH]c2ccccc2nc1C(Cl)c1ccccc1 (configuration not stated) | x | 13% | 7%
Cc1ccc2nc(SCC(=O)Nc3ccccc3F)nc(=O)n2c1 | u | 0% | 3%
O=C(N/N=C/C=C/c1ccccc1)c1n[nH]c2c1CCC2 | 0.82µM* | -3% | 6%
CNC(=O)c1[nH]cnc1C(=O)N[C@@H](CC(C)C)C(=O)OC(C)(C)C | u | 6% | 9%
COc1cc(CN2CC(=O)N(c3ccccc3Cl)C2=S)cc(OC)c1OC | u | -13% | x
Nn1c(SCC(=O)Nc2cccc(S(N)(=O)=O)c2)nnc1C1CC1 | -2% | 2% | 3%
COc1ccc(-n2c(C)c(C(C)=O)c(C(C)=O)c2C)cc1OC | -21% | -4%[2.35 µM] | 3%
COCCn1c(=O)c(-c2cccs2)nc2cnc(Oc3cccc(Cl)c3)nc21 | u | u | x
COc1cccc(CNCC(=O)N2C(C)CCCC2C)c1 (configuration not stated) | -18% | -11% | -8%

# 2 of the compounds above, with values under each structure.
# Below each SMILES – DT40 TDP1 no CPT, N370S GC mod, TDP1 block
CC(C)(C)C1CCC(OC(=O)c2ccncc2)CC1 (configuration not stated)
    -26%, -8%, 1%
COc1ccc(C(=O)NCc2nnc(SCC(=O)Nc3nc4ccc(C)cc4s3)o2)cc1OC
    2.3µM*, -13%, 2%

# Screening results from PubChem.
